High-throughput results as filed in PubChem.
FLuc inh counter – Photinus pyralis luciferase inhibition counter-screen | inhibition, % at 10 µM | ATPLite firefly luciferase biochemical luminescence, 10 min | P08659 | AID 1006 | 200,000 compounds, 1.5% hits;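 active = inhibition above about 50% when tested at 10 µM, limit read from the data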
Target sequence (P08659 whole entry, looked up): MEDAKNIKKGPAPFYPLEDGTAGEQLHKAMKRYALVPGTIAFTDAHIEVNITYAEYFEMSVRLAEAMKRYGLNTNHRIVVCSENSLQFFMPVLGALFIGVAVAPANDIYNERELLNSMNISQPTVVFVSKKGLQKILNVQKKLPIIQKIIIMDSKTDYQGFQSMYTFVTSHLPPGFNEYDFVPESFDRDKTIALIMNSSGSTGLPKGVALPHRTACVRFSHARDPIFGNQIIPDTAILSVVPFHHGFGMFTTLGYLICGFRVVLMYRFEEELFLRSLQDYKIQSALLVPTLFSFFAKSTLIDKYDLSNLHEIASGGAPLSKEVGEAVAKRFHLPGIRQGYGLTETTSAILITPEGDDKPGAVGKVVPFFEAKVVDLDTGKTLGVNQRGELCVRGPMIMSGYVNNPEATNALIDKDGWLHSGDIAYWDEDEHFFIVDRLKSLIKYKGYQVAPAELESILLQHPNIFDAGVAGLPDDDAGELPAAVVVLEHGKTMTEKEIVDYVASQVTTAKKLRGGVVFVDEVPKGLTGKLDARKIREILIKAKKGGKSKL
PMI act – activators of human phosphomannose isomerase. P34949. purified human PMI, coupled resazurin fluorescence, 20 min; hits give high values; 1 = vehicle control, 0 substrate-free wells. activation factor at 20 µM. 190,000 compounds, 0.005% hits. AID 1214;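 active = activation factor of 2 or more at 20 µM, relative to plate controls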
Target sequence (P34949 whole entry, looked up): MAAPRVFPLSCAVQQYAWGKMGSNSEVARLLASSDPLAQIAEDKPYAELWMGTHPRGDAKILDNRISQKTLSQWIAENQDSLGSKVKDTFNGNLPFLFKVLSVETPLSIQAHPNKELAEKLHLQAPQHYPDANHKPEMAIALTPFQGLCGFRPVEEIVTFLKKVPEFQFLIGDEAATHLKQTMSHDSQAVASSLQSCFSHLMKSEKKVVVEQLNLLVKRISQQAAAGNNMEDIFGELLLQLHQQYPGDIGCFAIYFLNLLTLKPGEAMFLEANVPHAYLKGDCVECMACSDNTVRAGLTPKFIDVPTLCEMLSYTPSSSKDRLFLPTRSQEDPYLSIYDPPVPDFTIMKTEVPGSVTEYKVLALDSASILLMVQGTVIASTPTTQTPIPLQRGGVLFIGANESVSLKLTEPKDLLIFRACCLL
bIAP act – increases bovine intestinal alkaline phosphatase activity; activation factor at 20 µM; 200,000 compounds, 0.17% hits; AID 1016; purified bovine IAP, CDP-star luminescence, 30 min; hits give high values; fold of DMSO-control signal, blank-subtracted;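 active = activation factor of 2 or more at 20 µM, a signal rise over negative controls twice the positive control's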
NF-kB expr up – raises NF-kB expression in human neuronal cells | NF-kB reporter expression; hits give high values | fold change at 12.5 µM | 190,000 compounds, 1.6% hits | AID 1239; in the data active = fold change above about 3.3
TNAP inh noacc – inhibitors of human TNAP without phosphate acceptor; P05186; purified TNAP, CDP-star luminescence, 30 min; 200,000 compounds, 0.26% hits; inhibition, % at 20 µM;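 active = tissue-nonspecific alkaline phosphatase inhibition above about 50% at 20 µM in the single-dose screen, limit read from the data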;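 also: 0% = DMSO negative control and 100% = EDTA positive control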
TNAP inh hiacc – blocks human TNAP under high phosphate acceptor concentration; P05186; purified TNAP, CDP-star luminescence, 1 M DEA; 200,000 compounds, 0.03% hits; inhibition, % at 20 µM;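 active = over 50% inhibition of tissue-nonspecific alkaline phosphatase at 20 µM in the single-dose screen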;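 also: plate controls were DMSO wells for no effect and EDTA-quenched wells as full inhibition for full effect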
APP 5'UTR act – APP 5'UTR luciferase reporter activation; SH-SY5Y APP 5'UTR luciferase reporter, luminescence; zero percent = DMSO vehicle wells; activation, % at 2 µM; 190,000 compounds, 1% hits;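 active = activation above a set limit, based on mean plus 3 SD of controls, cut at about 140% in these data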; also: values of inactives mirror those of a sister screen read the other way
TNAP act hi DEA – activators of human TNAP at high phosphate acceptor concentration; P05186; 200,000 tested, under 10 active; purified TNAP, CDP-star luminescence, 1 M DEA, 30 min; hits give high values; 0 = EDTA background, 1 = DMSO-only activity; activation factor at 20 µM;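 active = activation factor at least 2 at 20 µM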
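Measured by: Luminescent substrate turnover signal | Test system: Human TNAP | Input: TNAP 1/800 final | Dosing: 20 µM single point | Schedule: 30 min, room temperature | Controls: EDTA wells as negative control, DMSO wells as positive control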
FLuc stim CS – affects firefly luciferase, flagging false hits in luciferase stimulation screens | P08659 | ATPlite luciferase biochemical, luminescence, 10 min; 0 = ATP-free wells, 1 = DMSO control | activation factor at 10 µM | 200,000 tested, under 10 active;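 active = luciferase activation factor, scaled between plate controls, of at least 2 with compound at 10 µM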
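Assay system – cell-free luciferase reagent · Medium – PBS-based ATP solution · Dosing – test compounds dosed from 2 mM stocks in 100% DMSO · Timing – 10 min, room temperature · Technique – light output (luminescence) · Measure – luminescence gain marking luciferase activators · Controls – No-ATP low control, compound-free enzyme-plus-ATP high control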
PMI act hi M6P – PMI (human) activation, high substrate | coupled PMI enzyme assay, resazurin fluorescence, 20 min; hits give high values; 1 = untreated enzyme, 0 = substrate-free blank | activation factor at 20 µM | 190,000 compounds, 0.34% hits | AID 1216;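 active = activation factor of 2 or more at 20 µM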
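Test system: human phosphomannose isomerase with PGI, G6PDH, diaphorase coupling enzymes; amount: 15 ng/mL PMI; incubation: enzyme reaction with compound 20 min at room temperature; technique: resorufin fluorescence (Ex 544/Em 590 nm) from resazurin via diaphorase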
An asterisk follows results filed as active.

Screening Cc1ncccc1C(=O)N1CCCC(CNC(=O)C2(c3ccc(Cl)cc3)CC2)C1 (stereo not given) returned FLuc inh counter -11, PMI act 1, bIAP act 1.1, NF-kB expr up 1.1, TNAP inh noacc -16, TNAP inh hiacc -10, APP 5'UTR act 12, TNAP act hi DEA 1.1, FLuc stim CS 1.1 and PMI act hi M6P 1.1.
For O=C(O)C1C2C=CC(C2)C1C(=O)NCCCc1ccccc1 (stereo not given) the results were FLuc inh counter -5, PMI act 1, bIAP act 0.8, NF-kB expr up 0.9, TNAP inh noacc -7, TNAP inh hiacc -1, APP 5'UTR act 4, TNAP act hi DEA 1, FLuc stim CS 1.1 and PMI act hi M6P 1.
COC(=O)c1cc(C(=O)NCCCN2CCOCC2)cc([N+](=O)[O-])c1 was read as FLuc inh counter -8, PMI act 1.2, bIAP act 1.1, NF-kB expr up 1.2, TNAP inh noacc 1, TNAP inh hiacc -5, APP 5'UTR act 15, TNAP act hi DEA 1, FLuc stim CS 1.1 and PMI act hi M6P 1.2.
For COc1ccc(OCCC(=O)OCC(=O)NC2CCCCCCC2)cc1 the results were FLuc inh counter -2, PMI act 1, bIAP act 1.1, NF-kB expr up 1.1, TNAP inh noacc -4, TNAP inh hiacc -2, APP 5'UTR act 4, TNAP act hi DEA 1, FLuc stim CS 1 and PMI act hi M6P 1.
COc1ccc(CCNC(=O)COc2ccc(N(C)S(=O)(=O)c3ccc(Cl)cc3)cc2)cc1 was read as FLuc inh counter -3, PMI act 1, bIAP act 1.1, NF-kB expr up 0.96, TNAP inh noacc -12, TNAP inh hiacc -4, APP 5'UTR act 14, TNAP act hi DEA 1, FLuc stim CS 1 and PMI act hi M6P 1.
Screening CCOc1cc2[nH]c(=S)n(C(C)C)c(=O)c2cc1OCC returned FLuc inh counter -5, PMI act 0.9, bIAP act 0.9, NF-kB expr up 0.44, TNAP inh noacc -7, TNAP inh hiacc -4, APP 5'UTR act -6, TNAP act hi DEA 1, FLuc stim CS 1 and PMI act hi M6P 1.
`COCCn1c(SCC(=O)c2ccccc2)nc2c(c1=O)SC(C)C2` (stereo not given) gave FLuc inh counter -7, PMI act 1, bIAP act 1.1, NF-kB expr up 0.86, TNAP inh noacc -16, TNAP inh hiacc -7, APP 5'UTR act 1, TNAP act hi DEA 1.1, FLuc stim CS 1.1 and PMI act hi M6P 0.8.
COC(=O)C(C(=O)Nc1ncccn1)C1CCCCCC1 (stereo not given) was read as FLuc inh counter 5, PMI act 1, bIAP act 1.1, NF-kB expr up 1.4, TNAP inh noacc -6, TNAP inh hiacc -4, APP 5'UTR act -18, TNAP act hi DEA 1, FLuc stim CS 1 and PMI act hi M6P 1.
Screening Cc1ccccc1NC(=O)c1ccc(C)c(S(=O)(=O)Nc2ccccn2)c1 returned FLuc inh counter -6, PMI act 0.9, bIAP act 0.8, NF-kB expr up 1.3, TNAP inh noacc -15, TNAP inh hiacc -4, APP 5'UTR act 15, TNAP act hi DEA 1, FLuc stim CS 1.1 and PMI act hi M6P 0.9.
For CC(=O)c1c(N2CCN(c3ccccn3)CC2)nc(=S)n(-c2ccccc2)c1C the results were FLuc inh counter -6, PMI act 1, bIAP act 1.1, NF-kB expr up 1, TNAP inh noacc 0, TNAP inh hiacc -3, APP 5'UTR act -22, TNAP act hi DEA 1, FLuc stim CS 1.1 and PMI act hi M6P 0.8.

As a short view, 4 of the compounds above:
Screening CCOc1cc2[nH]c(=S)n(C(C)C)c(=O)c2cc1OCC returned FLuc inh counter -5, PMI act 0.9, bIAP act 0.9, NF-kB expr up 0.44, TNAP inh noacc -7, TNAP inh hiacc -4, APP 5'UTR act -6, TNAP act hi DEA 1, FLuc stim CS 1 and PMI act hi M6P 1.
`COCCn1c(SCC(=O)c2ccccc2)nc2c(c1=O)SC(C)C2` (stereo not given) gave FLuc inh counter -7, PMI act 1, bIAP act 1.1, NF-kB expr up 0.86, TNAP inh noacc -16, TNAP inh hiacc -7, APP 5'UTR act 1, TNAP act hi DEA 1.1, FLuc stim CS 1.1 and PMI act hi M6P 0.8.
COC(=O)C(C(=O)Nc1ncccn1)C1CCCCCC1 (stereo not given) was read as FLuc inh counter 5, PMI act 1, bIAP act 1.1, NF-kB expr up 1.4, TNAP inh noacc -6, TNAP inh hiacc -4, APP 5'UTR act -18, TNAP act hi DEA 1, FLuc stim CS 1 and PMI act hi M6P 1.
Screening Cc1ccccc1NC(=O)c1ccc(C)c(S(=O)(=O)Nc2ccccn2)c1 returned FLuc inh counter -6, PMI act 0.9, bIAP act 0.8, NF-kB expr up 1.3, TNAP inh noacc -15, TNAP inh hiacc -4, APP 5'UTR act 15, TNAP act hi DEA 1, FLuc stim CS 1.1 and PMI act hi M6P 0.9.

Additional results follow.
Screening O=C(Nc1ccccc1C(=O)N1CCOCC1)c1ccco1 returned FLuc inh counter -6, PMI act 1.1, bIAP act 1, NF-kB expr up 1.2, TNAP inh noacc -14, TNAP inh hiacc -8, APP 5'UTR act 4, TNAP act hi DEA 1.1, FLuc stim CS 1.1 and PMI act hi M6P 0.9.
COCCCNC(=O)c1c[nH]c2ccc(S(=O)(=O)N3CCC4(CC3)OCCO4)cc2c1=O was read as FLuc inh counter -1, PMI act 1, bIAP act 1, NF-kB expr up 0.93, TNAP inh noacc -1, TNAP inh hiacc -5, APP 5'UTR act -12, TNAP act hi DEA 1, FLuc stim CS 1 and PMI act hi M6P 0.9.
OC(COc1c(Cl)cc(Cl)cc1Cl)CN1CCCCC1 (stereo not given) was read as FLuc inh counter -10, PMI act 1, bIAP act 0.9, NF-kB expr up 1.1, TNAP inh noacc -7, TNAP inh hiacc -7, APP 5'UTR act -4, TNAP act hi DEA 1.1, FLuc stim CS 1.1 and PMI act hi M6P 0.9.
`O=C(CCn1c(=O)oc2ccccc21)N1CCN(c2ccccc2F)CC1` gave FLuc inh counter -4, PMI act 1.1, bIAP act 1, NF-kB expr up 1.2, TNAP inh noacc 1, TNAP inh hiacc -2, APP 5'UTR act -5, TNAP act hi DEA 1, FLuc stim CS 1 and PMI act hi M6P 1.
For Cc1cccc(NC(=O)c2sc3nc(-c4ccccc4)cn3c2C)n1 the results were FLuc inh counter 1, PMI act 0.8, bIAP act 1, NF-kB expr up 0.62, TNAP inh noacc -16, TNAP inh hiacc -3, APP 5'UTR act 35, TNAP act hi DEA 1, FLuc stim CS 1 and PMI act hi M6P 0.8.
Screening COC(=O)c1ccc(/C=N\N2CCN(Cc3ccc(C)cc3)CC2)cc1 returned FLuc inh counter -5, PMI act 1, bIAP act 1, NF-kB expr up 1, TNAP inh noacc -9, TNAP inh hiacc -7, APP 5'UTR act -3, TNAP act hi DEA 1.1, FLuc stim CS 1.1 and PMI act hi M6P 1.
Cc1cc(C)n(CC(=O)Nc2ccccc2)n1 was read as FLuc inh counter -3, PMI act 1, bIAP act 1, NF-kB expr up 1.2, TNAP inh noacc -4, TNAP inh hiacc 3, APP 5'UTR act 14, TNAP act hi DEA 1, FLuc stim CS 1 and PMI act hi M6P 1.
Screening CCCc1cc(C(=O)Nc2sc3c(c2C#N)CCC3)no1 returned FLuc inh counter -7, PMI act 1, bIAP act 0.9, NF-kB expr up 1.4, TNAP inh noacc 0, TNAP inh hiacc -1, APP 5'UTR act 10, TNAP act hi DEA 1, FLuc stim CS 1.1 and PMI act hi M6P 1.
C[C@@]12CC(=O)NC1N(C(=O)c1cccc(C(F)(F)F)c1)C(c1ccccc1O)C2 (stereo not given in full) was read as FLuc inh counter -4, PMI act 1, bIAP act 0.9, NF-kB expr up 1.2, TNAP inh noacc -9, TNAP inh hiacc -7, APP 5'UTR act -16, TNAP act hi DEA 1.1, FLuc stim CS 1 and PMI act hi M6P 1.
For COc1ccc(-c2cc(=O)oc3cc(OCC(=O)c4cccc([N+](=O)[O-])c4)ccc23)cc1 the results were FLuc inh counter -4, PMI act 1, bIAP act 1, NF-kB expr up 1.1, TNAP inh noacc -10, TNAP inh hiacc 2, APP 5'UTR act -1, TNAP act hi DEA 1, FLuc stim CS 1 and PMI act hi M6P 1.1.
Screening COc1cccc(NC(=S)N(CCN(C)C)C(C)c2ccco2)c1 (stereo not given) returned FLuc inh counter -2, PMI act 0.9, bIAP act 1.1, NF-kB expr up 0.85, TNAP inh noacc -5, TNAP inh hiacc -4, APP 5'UTR act 3, TNAP act hi DEA 1, FLuc stim CS 1 and PMI act hi M6P 1.
For CCn1cc(CN2CCN(Cc3ccc(OC)c(C)c3C)C(CCO)C2)c(C)n1 (stereo not given) the results were FLuc inh counter -6, PMI act 1, bIAP act 1, NF-kB expr up 1.4, TNAP inh noacc -8, TNAP inh hiacc -6, APP 5'UTR act 12, TNAP act hi DEA 1.1, FLuc stim CS 1.1 and PMI act hi M6P 1.
O=C(NCc1ccco1)Nc1ccc2snnc2c1 was read as FLuc inh counter 1, PMI act 1.1, bIAP act 0.9, NF-kB expr up 1.2, TNAP inh noacc -14, TNAP inh hiacc -4, APP 5'UTR act -6, TNAP act hi DEA 1, FLuc stim CS 1 and PMI act hi M6P 1.
For COc1ccccc1C1CC(c2ccc(C)cc2)Nc2ncnn21 (stereo not given) the results were FLuc inh counter -5, PMI act 0.8, bIAP act 1, NF-kB expr up 1.1, TNAP inh noacc -7, TNAP inh hiacc -4, APP 5'UTR act 2, TNAP act hi DEA 1, FLuc stim CS 1 and PMI act hi M6P 0.9.
Screening O=c1c2ccccc2[nH]c(=S)n1CCN1CCC(=C(c2ccc(F)cc2)c2ccc(F)cc2)CC1 returned FLuc inh counter -8, PMI act 0.9, bIAP act 0.9, NF-kB expr up 1.1, TNAP inh noacc -10, TNAP inh hiacc -3, APP 5'UTR act 11, TNAP act hi DEA 1, FLuc stim CS 1.1 and PMI act hi M6P 1.
`CCOC(=O)c1c(NCc2ccc3c(c2)OCO3)c2ccccc2[nH]c1=O` gave FLuc inh counter -9, PMI act 0.9, bIAP act 0.8, NF-kB expr up 1.3, TNAP inh noacc -6, TNAP inh hiacc -7, APP 5'UTR act -10, TNAP act hi DEA 1.1, FLuc stim CS 1.1 and PMI act hi M6P 0.9.
For Cn1c(=O)cc(N2CCN(C(=O)c3ccco3)CC2)[nH]c1=O the results were FLuc inh counter 1, PMI act 0.9, bIAP act 0.9, NF-kB expr up 1.2, TNAP inh noacc -3, TNAP inh hiacc -2, APP 5'UTR act -1, TNAP act hi DEA 1, FLuc stim CS 1 and PMI act hi M6P 0.8.
`COc1ccc(NC(=O)CCSCCc2ccccn2)cc1OC` gave FLuc inh counter -4, PMI act 1, bIAP act 1, NF-kB expr up 0.99, TNAP inh noacc -10, TNAP inh hiacc -7, APP 5'UTR act 8, TNAP act hi DEA 1.1, FLuc stim CS 1 and PMI act hi M6P 0.8.
Screening Cc1cc(NC(=O)CCCC(=O)O)nc(C)n1 returned FLuc inh counter -4, PMI act 1, bIAP act 1, NF-kB expr up 0.99, TNAP inh noacc -16, TNAP inh hiacc -8, APP 5'UTR act -9, TNAP act hi DEA 1.1, FLuc stim CS 1 and PMI act hi M6P 1.1.
